HIF activator – HIF pathway transcriptional activation | U2OS HRE-luciferase reporter, luminescence; normalized: DMSO 0%, desferrioxamine 100% | activation, % at 7.5 µM (by protocol) | 300,000 tested, 0.32% active | AID 1910;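 active = mean activation of at least 10% of the iron chelator positive control signal, with at least half of replicates also reaching 10%; inconclusive = mean and replicate majority disagree about reaching 10%; inactive = mean and most replicates under 10%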
SKKanGAS inh – blocks kanamycin growth of S. pyogenes SKKanGAS strain | 300,000 tested, 1.3% active | inhibition, % at 7.5 µM | AID 1662 | BacTiter-Glo, 6 h;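 active = mean replicate score, as percent of positive control median, at least 50; inconclusive = mean below 50 but one replicate at or above 50; inactive = mean and every replicate below 50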;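 also: strain carries kanamycin resistance gene driven by streptokinase promoter and grows in 40 µg/ml kanamycin; loss of luminescence reflects streptokinase promoter inhibition or plain growth inhibition; 0% = median of DMSO wells and 100% = positive control at its reference dose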
TRPC6 inh – mouse TRPC6 channel inhibition; HEK293-TRPC6, membrane potential dye, ACh-evoked depolarization; hits give low values; B-score at 10 µM; 310,000 tested, 1.1% active; AID 2553;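 active = B-score under library mean minus 3 SD, initial fluorescence not abnormally high, positive integrated signal ratio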;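 also: B-score derived from integrated fluorescence ratio over the kinetic read; more negative B-score means stronger inhibition of depolarization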
TRPC4 block – TRPC4 (mouse) channel inhibition; AID 2247; HEK293 TRPC4beta/mu-opioid, DAMGO-evoked Fluo4 calcium flux; hits give low values; B-score at 10 µM; 300,000 tested, 0.39% active;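 active = B-score over 3 SD under the library average, no early fluorescence shift, positive overall ratio signal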
Target sequence (Q9QUQ5 whole entry, looked up): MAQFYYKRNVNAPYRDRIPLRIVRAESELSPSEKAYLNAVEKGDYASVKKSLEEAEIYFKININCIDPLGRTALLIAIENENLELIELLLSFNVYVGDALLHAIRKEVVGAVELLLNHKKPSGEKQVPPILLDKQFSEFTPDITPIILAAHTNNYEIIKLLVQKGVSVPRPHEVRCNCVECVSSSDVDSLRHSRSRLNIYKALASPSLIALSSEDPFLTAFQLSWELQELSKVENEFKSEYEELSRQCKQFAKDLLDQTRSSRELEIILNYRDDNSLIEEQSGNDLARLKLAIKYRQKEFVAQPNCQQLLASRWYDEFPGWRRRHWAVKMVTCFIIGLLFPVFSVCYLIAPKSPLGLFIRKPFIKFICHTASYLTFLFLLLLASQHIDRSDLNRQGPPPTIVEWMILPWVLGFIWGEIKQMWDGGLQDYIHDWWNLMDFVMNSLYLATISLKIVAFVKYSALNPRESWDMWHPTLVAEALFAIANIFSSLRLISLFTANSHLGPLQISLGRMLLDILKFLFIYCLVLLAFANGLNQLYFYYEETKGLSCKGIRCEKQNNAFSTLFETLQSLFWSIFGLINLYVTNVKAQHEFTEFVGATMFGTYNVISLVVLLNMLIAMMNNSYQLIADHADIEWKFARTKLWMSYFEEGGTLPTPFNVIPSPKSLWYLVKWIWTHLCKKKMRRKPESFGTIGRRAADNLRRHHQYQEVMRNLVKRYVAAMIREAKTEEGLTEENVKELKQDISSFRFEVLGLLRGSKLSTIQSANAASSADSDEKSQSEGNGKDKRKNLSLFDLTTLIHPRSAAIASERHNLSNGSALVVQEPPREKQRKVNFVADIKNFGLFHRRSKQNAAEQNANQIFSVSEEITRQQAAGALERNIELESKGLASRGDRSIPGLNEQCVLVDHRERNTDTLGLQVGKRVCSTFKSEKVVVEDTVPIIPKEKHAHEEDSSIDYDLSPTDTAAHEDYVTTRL
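Material: HEK293 cells with stable TRPC4beta plus mu-opioid receptor expression; probe or stimulus: DAMGO in two steps, submaximal then maximal; technique: Fluo4 calcium fluorescence by kinetic imaging, 5 s 1 Hz baseline; measure: integrated fluorescence ratio relative to baseline, converted to per-well B score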
aSyn 5UTR inh – MLPCN primary screen, SNCA 5' untranslated region; alpha-synuclein 5'UTR reporter, inhibitor activity; inhibition, % (tested at 7.5 µM); 300,000 tested, 0.82% active; in the data active = inhibition above about 60%; inconclusive = no clear call, values can overlap the other calls;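 also: H4 neuroglioblastoma cells stably carrying SNCA 5'UTR luciferase fusion; 0% = DMSO wells and 100% = positive control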
MrgX1 antagonist – antagonists of human MrgX1 receptor. Q96LB2. MRGX1-HEK293 calcium flux, Fluo-4, BAM8-22 antagonism; hits give low values. B-score at 10 µM. 310,000 tested, 1.3% active. AID 588676;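 active = calcium-response B-score plate-corrected more than 3 library SD below zero, starting fluorescence within 5 deviations, no agonist response on first addition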;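 also: peak minus trough fluorescence over baseline after final BAM8-22 challenge near maximal dose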
IEC-6 tox – counter-screen for KLF5 inhibitors: cytotoxicity in IEC-6 cells; IEC-6 cytotoxicity, luminescence viability; inhibition, % at 5 µM; 290,000 tested, 0.78% active; in the data active = inhibition above about 22%;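 also: 0% = plate median of test compound wells and 100% = cytotoxic reference compound wells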
KLF5 inhibitor – inhibitors of KLF5 expression | DLD-1 KLF5 promoter-luciferase reporter, luminescence | 290,000 tested, 0.23% active | inhibition, % at 5 µM;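 active = inhibition above a per-plate limit of that plate's mean compound inhibition plus 3 SD, cut at about 60% in these data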;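 also: 0% = DMSO wells and 100% = LY294002 at 200 µM; higher means less KLF5 promoter-driven luciferase light; inactives centre near -14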
TRPC4 act – TRPC4 (mouse) channel activation; HEK293 TRPC4beta/mu-opioid, Fluo4 calcium fluorescence; hits give high values; B-score at 10 µM; 310,000 tested, 0.49% active; AID 2237;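 active = B-score above 5 SD of library B-scores, and initial fluorescence ratio not above library mean plus 5 SD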;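 also: positive B-score marks a calcium rise read as TRPC4 activation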
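Assay system: HEK293 stable line with TRPC4beta plus mu-opioid receptor; schedule: 45 min room-temperature Fluo4 loading, 110 s read; technique: kinetic Fluo4 calcium fluorescence; evaluation: integrated baseline-normalised fluorescence ratio, converted to per-well B score; controls: buffer (low) and maximal DAMGO (high)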
TRPC6 act – activates the mouse TRPC6 cation channel; Q61143; HEK293-TRPC6 membrane potential dye fluorescence; hits give high values; B-score at 10 µM; 310,000 tested, 0.13% active; AID 2550;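 active = B-score of the integrated fluorescence ratio above library mean plus 3 SD, and starting fluorescence ratio within library mean plus 5 SD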;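 also: higher score means more depolarization so channel activation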
TRPC4 potent – allosteric potentiators of mouse TRPC4 channel | B-score at 10 µM | AID 2227 | Q9QUQ5 | 310,000 tested, 0.42% active | HEK293 TRPC4beta/mu-opioid, DAMGO EC20, Fluo-4 Ca2+ flux; hits give high values;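 active = B-score of calcium response area above 5 SD of library B-scores, with initial fluorescence ratio within 5 SD of library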;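 also: B-score of integrated fluorescence ratio over time as area under calcium response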
Numbers without * were called inactive; i = inactive; ? = inconclusive; . = not tested or not shown.

SMILES	HIF activator	SKKanGAS inh	TRPC6 inh	TRPC4 block	aSyn 5UTR inh	MrgX1 antagonist	IEC-6 tox	KLF5 inhibitor	TRPC4 act	TRPC6 act	TRPC4 potent
CC(O)CNc1ncnc2nc[nH]c12 (stereo unspecified)	-0.2	-2	i	i	17	i	-8	-23	i	i	i
COc1ccc(S(=O)(=O)N(C)c2ccc(C(=O)N3CCN(c4ccccc4)CC3)cc2)cc1OC	-0.2	0	i	i	37	i	-4	-8	i	i	i
COc1cc(C(CCN2CCCC2)c2c(OC)cc(OC)c3c(C)cc(=O)oc23)cc(OC)c1OC (stereo unspecified)	0.4	2	i	i	6	i	.	.	i	i	i
Nc1nc(NC(=O)c2ccccc2Cl)nn1-c1ccccc1	0.1	-1	i	i	-3	i	-1	-24	i	i	i
COc1ccc(-c2nc(CS(=O)CC(=O)N3CCOCC3)c(C)o2)cc1OC (stereo unspecified)	1.2	-3	i	i	20	i	-5	-31	i	i	i
Nc1nonc1-n1nnc(C(=O)N/N=C/c2ccc(OCc3ccccc3F)cc2)c1CN1CCCCC1	3.2	14	i	i	-111	i	2	-10	i	i	i
Cc1cccc(-c2nnc(SCC(=O)N3c4ccccc4CCc4ccccc43)n2C)c1	-0.1	-3	i	i	7	i	7	-15	i	i	i
COc1ccc(C(=O)N=C2CCC(C#N)=C3c4cc(OC)c(OC)cc4CCN23)cc1	.	-3	i	i	?	i	7	-36	i	i	i
Cc1cc(C)cc(NC(=O)c2cc(=O)c3ccccc3o2)c1	-0.5	-12	i	i	-2	i	-1	18	i	i	i
Cc1ccc(S(=O)(=O)N2CCN(C(=O)COC(=O)Cc3cccc(C(F)(F)F)c3)CC2)c(C)c1	0.1	7	i	i	7	i	.	.	i	i	i
Cc1ccccc1C1c2[nH]c3ccccc3c2C[C@H]2C(=O)N(c3ccccc3C(=O)NCCCN3CCOCC3)C(=O)N12 (stereo partly specified)	-0.4	12	i	i	35	i	1	5	i	i	i
Cc1ccc(C#N)c(SCc2nnc(-c3ccc(Cl)cc3)o2)n1	-2.4	-4	i	i	90*	i	-5	-72	i	i	i
C[C@H](NC(=O)N1CCn2c1nc1ccccc12)C(=O)N1CCCCC1	0.1	-6	i	i	3	i	2	9	i	i	i
COc1cc(C(=S)N2CCOCC2)cc(OC)c1OS(=O)(=O)c1ccc(Cl)cc1	-0.4	-6	i	i	3	i	-1	-14	i	i	i
O=C(CN1C(=O)NC2(CCCC2)C1=O)N1CCN(S(=O)(=O)c2ccc(Cl)c(C(F)(F)F)c2)CC1	-1.1	-1	i	i	22	i	.	.	i	i	i
CSc1ccccc1NC(=O)CSc1n[nH]c(C)c1[N+](=O)[O-]	0.6	11	i	i	-1	i	-3	-24	i	i	i
Cc1cc(C(=O)NNC(=O)CCCCC(=O)NNC(=O)c2cc(C)[nH]n2)n[nH]1	0.6	-11	i	i	-56	i	-6	10	i	i	i
COc1cccc(C=Nc2ccccc2C#N)c1O	-1.7	5	i	i	7	i	-4	-12	i	i	i
OCC(Cc1ccc2c(c1)OCO2)C(CO)Cc1ccc2c(c1)OCO2 (stereo unspecified)	0.2	-2	i	i	15	i	.	.	i	i	i
COCCN(C(=S)Nc1ccccc1C)C(C)c1cccnc1 (stereo unspecified)	0.3	-1	i	i	21	i	8	10	i	i	i
COc1ccc(C(=O)Nc2nc3c(s2)Cc2cc(OC)ccc2-3)cc1	0.4	2	i	i	-109	i	1	-14	i	i	i
CC(C)(CNC(=O)c1ccccc1NS(C)(=O)=O)N1CCCCC1	0.4	-1	i	i	17	i	4	-8	i	i	i
N/C(=N/OC(=O)c1ccccc1Cl)c1ncc([N+](=O)[O-])s1	1.9	29	i	i	-80	i	3	-61	i	i	i
O=C(Cn1nc(-c2ccccc2)ccc1=O)Nc1ccc(NC(=O)c2ccccn2)cc1	-2.9	-3	i	i	23	i	-5	-18	i	i	i
CS(=O)(=O)c1ccc(C(=O)N2CCc3ccccc3C2)cc1	-0.7	-3	i	i	22	i	-3	-22	i	i	i

Additional results:
SMILES	HIF activator	SKKanGAS inh	TRPC6 inh	TRPC4 block	aSyn 5UTR inh	MrgX1 antagonist	IEC-6 tox	KLF5 inhibitor	TRPC4 act	TRPC6 act	TRPC4 potent
COC(=O)[C@H](Cc1ccccc1)NC(=O)NCc1cccs1	-0.2	-10	i	i	13	i	-1	-31	i	i	i
CCN(CC)CCOC(=O)c1ccc(Cl)cc1Cl	0.4	-1	i	i	9	i	1	-19	i	i	i
Cc1cc(-c2cccnc2)c(C#N)c(SCC#N)n1	-0.1	2	i	i	11	i	1	-4	i	i	i
Cc1nn(-c2cccc(Cl)c2)c2nc(-c3ccncc3)cc(C(=O)N3CCOCC3)c12	-0.3	-6	i	i	8	i	2	-11	i	i	i
Nn1c(SCc2cn3ccsc3n2)nnc1-c1ccncc1	0.5	-3	i	i	-35	i	2	-4	i	i	i
CCOC(=O)/C(=N/Nc1ccc(Cl)cc1)Sc1nnnn1-c1ccc(C)cc1	0.1	39	i	i	-13	i	-5	-11	i	i	i
CCOC(=O)c1cc2sccc2n1Cc1ccc(C#N)cc1	-0.2	1	i	i	10	i	4	-6	i	i	i
CCC(=O)/C=C1/Sc2ccc(OC)cc2N1CC	0.0	0	i	i	12	i	-2	-4	i	i	i
Cc1sc(NC(=O)c2ccccc2F)c(CN2CCCCC2C)c1C (stereo unspecified)	2.4	4	i	i	-296	i	2	-73	i	i	i
O=C(CSc1nc2cc(Cl)ccc2s1)NC1CCCc2ccccc21 (stereo unspecified)	0.2	40	i	i	5	i	7	-27	i	i	i
Cn1c(CN2CCN(C(=O)c3ccccc3)CC2)nc2cc([N+](=O)[O-])ccc21	0.0	1	i	i	-17	i	-2	-28	i	i	i
COc1cc(CNc2ncnc3c2[nH]c2ccc(C)cc23)cc(OC)c1	1.0	7	i	i	4	i	8	1	i	i	i
Cc1c(N(CC(=O)O)S(=O)(=O)c2ccccc2)c(=O)n(-c2ccccc2)n1C	0.6	-1	i	i	11	i	-2	-30	i	i	i
O=C(Nc1ccc(F)cc1)c1cccc2c1C(=O)N(CC1CCCO1)C2 (stereo unspecified)	0.0	0	i	i	4	i	-3	-1	i	i	i
CCC(C)/C(C)=N/NC(=O)CNS(=O)(=O)c1ccc([N+](=O)[O-])cc1 (stereo unspecified)	-0.3	-8	i	i	-12	i	-2	-37	i	i	i
CCOc1ccc2c(c1)c1nnc(SCC3CCCO3)nc1n2C (stereo unspecified)	93*	7	i	i	-39	i	2	-67	i	i	i
Cc1cc(=O)n(C(C)(C)C)c(=O)n1Cc1ccccc1	-9.1	2	i	i	18	i	-6	-35	i	i	i
O=[N+]([O-])c1cc(S(=O)(=O)NCCCN2CCOCC2)ccc1Cl	-4.4	-1	i	i	-20	i	-4	-9	i	i	i
COc1ccc(Sc2nnc(-c3ccccc3)cc2C#N)cc1	0.3	2	i	i	-33	i	-4	-43	i	i	i
Cc1cccc(C)c1-n1c(C)cc(/C=N/NC(=O)c2ccncc2)c1C	-0.3	-6	i	i	-1	i	3	-26	i	i	i
CC(=O)N1CCN(c2ccc(NC(=O)c3ccc(C)cc3)cc2)CC1	-0.4	-11	i	i	10	i	4	-18	i	i	i
N#Cc1ccc(S(=O)(=O)N2CCCN(c3nc4ccc(Cl)cc4s3)CC2)cc1	0.8	-1	i	i	-15	i	-4	-18	i	i	i
O=[N+]([O-])c1cc(/C=N/N2CCN(C3c4ccccc4-c4ccccc43)CC2)ccc1Cl	-0.2	2	i	i	-14	i	0	-23	i	i	i
CCN1CCN(C(CNS(=O)(=O)c2ccc(F)cc2)c2cccnc2)CC1 (stereo unspecified)	0.0	6	i	i	4	i	-3	-33	i	i	i
COc1cccc(-n2nc(-c3ccnn3-c3ccc(C)cc3)c(=O)n(C)c2=O)c1	0.3	-3	i	i	0	i	-2	-19	i	i	i

Other records.
SMILES	HIF activator	SKKanGAS inh	TRPC6 inh	TRPC4 block	aSyn 5UTR inh	MrgX1 antagonist	IEC-6 tox	KLF5 inhibitor	TRPC4 act	TRPC6 act	TRPC4 potent
COc1cc(CC(=O)Nc2ccc3nc(SC)sc3c2)cc(OC)c1OC	0.0	-10	i	i	11	i	-5	-42	i	i	i
CCNc1nc(SCC(N)=O)nc2sc3c(c12)CCN(C)C3	-2.3	-7	-6.6*	i	23	.	3	-27	i	i	i
CCc1nnc(NC(=O)CCC(=O)N2CCN(Cc3ccc(C)cc3C)CC2)s1	-0.7	-12	i	i	1	i	3	-47	i	i	i
COc1ccc(Br)cc1S(=O)(=O)N(CC(=O)N1CCOCC1)c1ccccc1	0.4	-8	i	i	7	i	1	-8	i	i	i
O=C(Nc1nnc(-c2ccc3c(c2)CCCC3)o1)C1COc2ccccc2O1 (stereo unspecified)	0.7	99*	i	i	-39	i	-2	-28	i	i	i
CCc1nc2sc3ccccc3c(=O)c2c(=O)n1CCOC	-0.1	16	i	i	-10	i	-6	8	i	i	i
CCOC(=O)CC(=O)Nc1nnc(CC(C)C)s1	2.4	-1	i	i	-12	i	-3	8	i	i	i
Cc1ccc(C)c(-n2nnnc2SCC(=O)NCCC2=CCCCC2)c1	0.5	-8	i	i	-11	i	1	-18	i	i	i
CCCC1(c2ccccc2)NC(=O)NC1=O (stereo unspecified)	0.2	18	i	i	20	i	0	-15	i	i	i
COc1ccc2c(c1)c(=O)c(C(=O)c1ccc(C)cc1)cn2CC(=O)Nc1ccc(F)cc1	-0.5	15	i	i	17	i	-11	-7	i	i	i
CC1CN(C)CCC1OC(=O)c1ccccc1 (stereo unspecified)	-0.1	2	i	i	-4	i	0	-16	i	i	i

Compound activity from PubChem BioAssay.
